Screens from PubChem BioAssay.
TRPC6 act: mouse TRPC6 channel activators, primary screen, cell-based, HEK293, membrane potential dye; HEK293-TRPC6 membrane potential dye fluorescence; hits give high values; B-score at 10 µM; 310,000 tested, 0.13% active;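 active = B-score of the integrated fluorescence ratio above library mean plus 3 SD, and starting fluorescence ratio within library mean plus 5 SD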;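 also: higher score means more depolarization so channel activation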
Target sequence (Q61143 whole entry, looked up): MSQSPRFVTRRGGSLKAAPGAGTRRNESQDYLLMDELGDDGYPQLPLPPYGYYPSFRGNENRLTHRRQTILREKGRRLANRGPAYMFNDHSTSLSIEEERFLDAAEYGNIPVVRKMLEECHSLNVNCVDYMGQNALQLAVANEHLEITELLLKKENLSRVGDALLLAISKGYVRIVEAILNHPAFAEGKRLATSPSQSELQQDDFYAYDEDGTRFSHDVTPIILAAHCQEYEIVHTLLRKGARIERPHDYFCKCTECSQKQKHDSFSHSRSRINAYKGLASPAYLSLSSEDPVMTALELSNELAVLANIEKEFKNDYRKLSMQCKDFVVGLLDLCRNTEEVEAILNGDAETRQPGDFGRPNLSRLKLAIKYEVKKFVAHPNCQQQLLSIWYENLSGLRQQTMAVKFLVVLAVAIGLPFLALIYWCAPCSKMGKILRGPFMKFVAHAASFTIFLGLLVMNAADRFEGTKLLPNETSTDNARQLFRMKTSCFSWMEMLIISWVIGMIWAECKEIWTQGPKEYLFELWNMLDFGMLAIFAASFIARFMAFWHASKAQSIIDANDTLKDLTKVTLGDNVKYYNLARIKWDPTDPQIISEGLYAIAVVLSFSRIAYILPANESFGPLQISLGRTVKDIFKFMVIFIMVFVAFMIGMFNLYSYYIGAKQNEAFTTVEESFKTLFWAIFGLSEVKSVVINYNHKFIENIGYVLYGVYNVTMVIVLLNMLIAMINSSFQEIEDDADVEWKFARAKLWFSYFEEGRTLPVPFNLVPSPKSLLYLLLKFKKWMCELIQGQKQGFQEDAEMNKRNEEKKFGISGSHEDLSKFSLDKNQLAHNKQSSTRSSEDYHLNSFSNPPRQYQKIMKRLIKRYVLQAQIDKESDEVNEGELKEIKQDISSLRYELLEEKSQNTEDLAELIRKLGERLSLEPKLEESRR
TRPC4 PAM: positive allosteric modulators of TRPC4, primary screen, cell-based, mouse TRPC4beta, HEK293 mu-opioid, Fluo-4 calcium; DAMGO EC20, Fluo-4 Ca2+ flux; hits give high values; 310,000 tested, 0.42% active; B-score at 10 µM; Short transient receptor potential channel 4 (Mus musculus), Q9QUQ5; AID 2227, 2009;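 active = B-score of calcium response area above 5 SD of library B-scores, with initial fluorescence ratio within 5 SD of library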;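 also: B-score of integrated fluorescence ratio over time as area under calcium response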
RGS4 inh: RGS4 inhibitors, primary screen, cell-based, HEK293 M3R inducible RGS4, calcium flux | Regulator of G-protein signaling 4 (Homo sapiens), P49798 | Fluo-4 calcium flux; hits give high values; triggered by carbachol at its EC20 | B-score at 10 µM | 310,000 tested, 0.45% active;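 active = B-score, a plate-corrected calcium signal, over three deviations above library mean, with baseline fluorescence within five deviations of library mean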;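 also: RGS4 expression induced by doxycycline in cells with stable M3 receptor; B-score is computed from the integrated fluorescence ratio over baseline after carbachol; higher B-score means a larger calcium signal and so more RGS4 inhibition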
Target sequence (P49798 whole entry, looked up): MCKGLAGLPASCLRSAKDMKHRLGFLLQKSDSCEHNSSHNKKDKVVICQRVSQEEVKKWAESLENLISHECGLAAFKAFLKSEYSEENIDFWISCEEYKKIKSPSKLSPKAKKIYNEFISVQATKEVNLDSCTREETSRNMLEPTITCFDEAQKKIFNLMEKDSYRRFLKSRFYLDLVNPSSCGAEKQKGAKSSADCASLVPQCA
ANO1 activ: TMEM16A chloride channel activators or potentiators, primary screen, cell-based, HTS. HEK293 TMEM16A/YFP-H148Q/I152L, iodide quench fluorescence; hits give low values. 340,000 tested, 0.3% active. Anoctamin-1 (Mus musculus), Q8BHY3. B-score at 10 µM. AID 623877, 2012;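 active = fluorescence-ratio B-score plate-corrected deviation score at least 3 library SD below zero, with starting fluorescence score within 5 deviations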;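 also: channel opened by trigger with iodide after compound preincubation; score built on the fluorescence ratio of max minus min over baseline; more negative score means more quench and so TMEM16A activation or potentiation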
MrgX1 antag: antagonists of human MrgX1 receptor, primary screen, HEK293 cells, Fluo-4 calcium flux. AID 588676, 2011. B-score at 10 µM. 310,000 tested, 1.3% active. Mas-related G-protein coupled receptor member X1 (Homo sapiens), Q96LB2. BAM8-22 antagonism; hits give low values;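 active = calcium-response B-score plate-corrected more than 3 library SD below zero, starting fluorescence within 5 deviations, no agonist response on first addition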;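 also: peak minus trough fluorescence over baseline after final BAM8-22 challenge near maximal dose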
TRPC4 agonist: activators of mouse TRPC4 channel, primary screen, Fluo4 calcium, HEK293 TRPC4beta/mu-opioid cells | Short transient receptor potential channel 4 (Mus musculus), Q9QUQ5 | Fluo4 calcium fluorescence; hits give high values | B-score at 10 µM | 310,000 tested, 0.49% active | AID 2237, 2010;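 active = B-score above 5 SD of library B-scores, and initial fluorescence ratio not above library mean plus 5 SD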;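 also: positive B-score marks a calcium rise read as TRPC4 activation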
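Material: TRPC4beta and mu-opioid receptor HEK293 stable cells | Incubation: 45 min room-temperature Fluo4 loading, 110 s read | Detection: Kinetic Fluo4 calcium fluorescence | Measure: Integrated baseline-normalised fluorescence ratio, converted to per-well B score | Benchmarks: Low control buffer alone, high control maximal DAMGO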
TRPC6 inh: mouse TRPC6 channel inhibitors, primary screen, cell-based, HEK293, membrane potential dye; AID 2553, 2010; 310,000 tested, 1.1% active; ACh-evoked depolarization; hits give low values; B-score at 10 µM; Short transient receptor potential channel 6 (Mus musculus), Q61143;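 active = B-score under library mean minus 3 SD, initial fluorescence not abnormally high, positive integrated signal ratio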;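 also: B-score derived from integrated fluorescence ratio over the kinetic read; more negative B-score means stronger inhibition of depolarization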
ANO1 block: TMEM16A chloride channel inhibitors, primary screen, cell-based, HTS | Anoctamin-1 (Mus musculus), Q8BHY3 | HEK293 TMEM16A/YFP iodide influx fluorescence, ionomycin | normalized B-score (activity score, 25-100; higher = stronger inhibition) at 10 µM | 310,000 tested, 1.2% active | AID 588511, 2011;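 active = ratio plate-corrected score three or more library SD toward inhibition, starting fluorescence score within five deviations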;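 also: score derived from kinetic fluorescence span divided by baseline fluorescence per well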
MrgX1 agonist: agonists of human MrgX1 receptor, primary screen, HEK293 cells, Fluo-4 calcium flux | 310,000 tested, 0.44% active | B-score at 10 µM | Mas-related G-protein coupled receptor member X1 (Homo sapiens), Q96LB2 | Fluo-4 calcium fluorescence, agonist mode; hits give high values;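 active = calcium response B-score plate-corrected fluorescence ratio at least 3 library SD, with starting fluorescence B-score inside 5 SD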
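Material: MrgX1-expressing HEK293 cells / Dosing: compound as first of three additions / Incubation: overnight seeding, then 1 h dark dye loading / Signal: Fluo-4 NW calcium fluorescence / Evaluation: B-scored fluorescence response ratio / Benchmarks: positive and negative control wells on each plate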
MrgX1 PAM: positive allosteric modulators of MrgX1, primary screen, HEK293 cells, Fluo-4 calcium flux; AID 588675, 2011; B-score at 10 µM; Mas-related G-protein coupled receptor member X1 (Homo sapiens), Q96LB2; FDSS; hits give high values; 310,000 tested, 0.63% active;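 active = plate-corrected calcium response at least 3 library SD above typical, normal starting fluorescence, not activating the receptor alone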;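 also: compound read alongside a low EC10 to EC30 dose of BAM8-22 agonist; peak minus trough fluorescence over baseline measured at the second addition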
TRPC4 inh: inhibitors of mouse TRPC4 channel, primary screen, Fluo4 calcium, HEK293 TRPC4beta/mu-opioid cells. Short transient receptor potential channel 4 (Mus musculus), Q9QUQ5. DAMGO-evoked Fluo4 calcium flux; hits give low values. B-score at 10 µM. 300,000 tested, 0.39% active. AID 2247, 2010;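 active = B-score over 3 SD under the library average, no early fluorescence shift, positive overall ratio signal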
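Assay system – HEK293 line stably carrying TRPC4beta and mu-opioid receptor · Doses – single dose · Detection – Fluo4 calcium-dye fluorescence, kinetic read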
Starred values were filed as active, the others as inactive; i = inactive; . = no result given.

Structure | TRPC6 inh | TRPC4 agonist | TRPC4 inh | MrgX1 antag | MrgX1 PAM | ANO1 block | MrgX1 agonist | TRPC4 PAM | RGS4 inh | ANO1 activ | TRPC6 act
CCCCOC(=O)Nc1ccc(S(=O)(=O)Nc2onc(C)c2C)cc1 | i | i | i | i | i | i | i | i | i | i | i
CCN(CC)CCNC(=O)c1cc2c(-c3ccc(Cl)cc3)nn(C)c2s1 | i | i | i | i | i | i | i | i | i | i | i
CC(=O)Nc1nc2ccccc2n1Cc1ccc(Cl)cc1 | i | i | i | i | i | i | i | i | i | i | i
O=C(N/N=C/c1ccc(OC(=O)c2ccccc2Cl)cc1)c1cc(O)cc(O)c1 | i | i | i | i | i | i | i | i | i | i | i
COc1ccccc1N1CC(O)=C(c2nc3ccccc3c(=O)[nH]2)C1=N | -5* | i | i | i | i | i | i | i | i | i | i
Cc1cc(-c2nnc(SCC(=O)Nc3ccccc3C)n2N)n[nH]1 | i | i | i | i | i | i | i | i | i | i | i
O=C(Nc1ccc(-n2cccn2)cc1)C1CCCCN1Cc1cccc2cccnc12 (stereo not given) | i | i | i | i | i | i | i | i | i | i | i
O=C(Nc1ccc(Cn2ccnc2)cc1)c1cccc(C(F)(F)F)c1 | i | i | i | i | i | i | i | i | i | i | i
C[C@@H](NC(=O)OC(C)(C)C)C(=O)NCC1CCC(C(=O)N[C@@H](Cc2ccccc2)C(=O)O)CC1 (stereo not given in full) | i | i | i | i | i | i | i | i | i | i | i
CCOC(=O)c1cc([N+](=O)[O-])sc1N | i | i | i | i | i | i | i | i | i | i | i
Cc1ccc(CN2C(=O)CCC2C(=O)N2CCN(c3ccc(F)cc3)CC2)cc1 (stereo not given) | i | i | i | i | i | i | i | i | i | i | i
Cc1cc(C(=O)CN2C(=O)c3cccc(N)c3C2=O)c(C)n1Cc1cccs1 | i | i | i | i | i | i | i | i | i | i | i
Cc1ccccc1COc1cccc(/C=N/NC(=O)c2nnn(-c3nonc3N)c2C)c1 | i | i | i | i | i | i | i | i | i | i | i
CCSc1nnc(N2C(=O)C(O)=C(C(=O)c3ccco3)C2c2cccc(OC)c2)s1 (stereo not given) | i | i | i | i | i | i | i | i | i | -6.9* | i
COc1cccc(C(=O)NCCC2=CCCCC2)c1OC | i | i | i | i | i | i | i | i | i | i | i
CC(C)(C)c1ccc(/C=C/C(=O)c2ccc(NC3=NCCCS3)cc2)cc1 | i | i | i | i | i | i | i | i | i | i | i
CCC(C)NC(=O)c1cc2c(=O)n(CC)c3ccccc3c2s1 (stereo not given) | i | i | i | i | i | i | i | i | i | i | i
CCN(CC)CCN(C)C1CCC(c2ccccc2)CC1 (stereo not given) | . | . | . | i | i | i | i | . | . | i | .
CCc1ccccc1NC(=O)CNC(=O)c1ccccc1OCc1c(C)noc1C | i | i | i | i | i | i | i | i | i | i | i
Cc1nc2cc(NS(=O)(=O)c3ccc(Br)cc3)ccc2n1C | i | i | i | i | i | i | i | i | i | i | i
CCc1ccc(NC(=O)C2CCCN(S(=O)(=O)c3c(C)[nH]c(=O)[nH]c3=O)C2)cc1 (stereo not given) | i | i | i | i | i | i | i | i | i | i | i
Cc1ccc(C(=O)NCc2ccccn2)cc1S(=O)(=O)N1CCCCC1 | i | i | i | i | i | i | i | i | i | i | i
O=C(Nc1ccncc1)C1COc2ccccc2O1 (stereo not given) | i | i | i | i | i | i | i | i | i | i | i
Cn1cc(/C=C/c2cc[n+](C)cc2)c2cc(F)ccc21 | i | i | i | i | i | i | i | i | i | i | i
OCCN1CCN(C(=S)c2ccc(Cl)cc2)CC1 | i | i | i | i | i | i | i | i | i | i | i
Cc1cc2oc(C(=O)Nc3ccc(S(=O)(=O)Nc4ncccn4)cc3)cc(=O)c2cc1Cl | i | i | i | i | i | i | i | i | i | i | i
O=C(CSc1nnc(Cc2ccccc2)o1)c1ccccc1 | i | i | i | i | i | i | i | i | i | i | i
COc1cc2c(cc1NC(=O)C(C)N1CCN(S(=O)(=O)c3ccccc3[N+](=O)[O-])CC1)oc1ccccc12 (stereo not given) | i | i | i | i | i | i | i | i | i | i | i
CC1(c2ccc(OC(F)F)cc2)NC(=O)N(CC(=O)Nc2ccc3c(c2)OCO3)C1=O (stereo not given) | i | 89* | i | -6.3* | i | i | i | 12* | i | -5.9* | i
CCCN(Cc1cc2ccc(C)cc2[nH]c1=O)S(=O)(=O)c1ccccc1 | i | i | i | i | i | i | i | i | i | i | i
O=S(=O)(c1cc(O)ccc1O)c1cccc2c(S(=O)(=O)c3cc(O)ccc3O)cccc12 | i | i | i | i | i | i | i | i | i | i | i
O=C(CSc1nc2ccccc2s1)NCCCN1CCOCC1 | i | i | i | i | i | i | i | i | i | i | i
O=C(NCc1cccc(Br)c1)C1CC(c2ccc(C(F)(F)F)cc2)=NO1 (stereo not given) | i | i | i | i | i | i | i | i | i | i | i
CC(=O)c1cccc(S(=O)(=O)Nc2ccc(N3CCOCC3)cc2)c1 | i | i | i | i | i | i | i | i | i | i | i
Cc1ccc(-n2nc3c(c2NC(=O)c2cc4ccccc4o2)CS(=O)(=O)C3)cc1 | i | i | i | i | i | i | i | i | i | i | i
C#Cc1ccc([C@H]2C=C(C(=O)N3CCN(Cc4ccccc4)CC3)O[C@@H](OCc3ccc(CO)cc3)C2)cc1 | i | i | i | i | i | i | i | i | i | i | i
CCS(=O)(=O)N1CCN(Cc2ccccc2OC)CC1 | i | i | i | i | i | i | i | i | i | i | i
O=C(Cc1ccccc1)Nc1ccc(N2CCCC2)cc1 | i | i | i | i | i | i | i | i | i | i | i
CN(C)CCCNS(=O)(=O)c1ccc(Cl)s1 | i | i | i | i | i | i | i | i | i | i | i
CC(C)S(=O)(=O)c1cnc(-c2cccnc2)nc1N | i | i | i | i | i | i | i | i | i | i | i
CCCCn1c(N)c(N(CCC(C)C)C(=O)C2CC(=O)N(c3ccccc3OCC)C2)c(=O)[nH]c1=O (stereo not given) | i | i | i | i | i | i | i | i | i | i | i
CCOc1ccc(NC(=O)c2cccc(OC(=S)N3CCC(C)CC3)c2)cc1 | i | i | i | i | i | i | i | i | i | i | i
CCN(CC)c1ccc(NC(=O)CN2CCN(c3ccc(F)cc3)CC2)cc1 | i | i | i | i | i | i | i | i | i | i | i
N#CCCn1nc(-c2ccccc2)c2ccccc2c1=O | i | i | i | i | i | i | i | i | i | i | i
O=C(Nc1nnc(SCc2c(Cl)cccc2Cl)s1)c1ccc2ncsc2c1 | i | i | i | i | i | i | i | i | i | . | i
N=c1sccn1CC(=O)Nc1cc(Cl)ccc1[N+](=O)[O-] | i | i | i | i | i | i | i | i | i | i | i
O=C(CN1CCCC1)Nc1cc(C(F)(F)F)ccc1Cl | i | i | i | i | i | i | i | i | i | i | i
COc1ccccc1C(=O)NNc1ncc(C)s1 | i | i | i | i | i | i | i | i | i | i | i
N#C/C(=C\Nc1ccc2c(c1)OCCO2)c1nc(-c2ccccc2)cs1 | i | i | i | i | i | i | i | i | i | i | i
O=C(c1cc(-c2ccc(F)cc2)on1)N1CCCCCC1 | i | i | i | i | i | i | i | i | i | i | i
COCCN(C(=O)COC(=O)/C(=C/c1ccccc1)NC(C)=O)c1c(N)n(Cc2ccccc2)c(=O)[nH]c1=O | i | i | i | i | i | i | i | i | i | i | i
O=c1[nH]c(CN2CCN(S(=O)(=O)c3ccccc3C(F)(F)F)CC2)nc2sc3c(c12)CCCC3 | i | i | i | i | i | i | i | i | i | i | i
Cn1cc(S(=O)(=O)N2CCOCC2)cc1C(=O)NCc1ccc(Cl)cc1 | i | i | i | i | i | i | i | i | i | i | i
COc1cccc(CNCC(O)(c2ccc(Cl)cc2)c2ccc(Cl)cc2)c1 | i | i | i | i | i | i | i | i | i | i | i
COC(=O)/C(C#N)=C/c1c(Oc2cc(C)cc(C)c2)nc2c(C)cccn2c1=O | i | i | i | i | i | i | i | i | i | i | i
NS(=O)(=O)c1ccc(NC(=O)CSc2nc3ccccc3nc2N2CCOCC2)cc1 | i | i | i | i | i | i | i | i | i | i | i
O=C(Nc1ccccc1Oc1ccsc1C(=O)O)c1ccccc1F | i | i | i | i | i | i | i | i | i | i | i
Cc1cc(OCC(=O)N(C(C)C)C(C)C)cc(C)c1Br | i | i | i | i | i | i | i | 38* | i | i | i
CCCCC(=O)Nc1ccc(NC(=O)C2CC2)nc1 | i | i | i | i | i | i | i | i | i | i | i
CC12COC3(C(=O)Nc4nccs4)CC1CCC32C (stereo not given) | i | i | i | i | i | i | i | i | i | i | i

The results go on.
Structure | TRPC6 inh | TRPC4 agonist | TRPC4 inh | MrgX1 antag | MrgX1 PAM | ANO1 block | MrgX1 agonist | TRPC4 PAM | RGS4 inh | ANO1 activ | TRPC6 act
CCOC(=O)c1ccc(NC(=O)CCn2nnc3ccccc32)cc1 | i | i | i | i | i | i | i | i | i | i | i
COc1ccccc1N1CCN(C(=O)C(Cc2ccccc2)NC(=O)C2CCCCC2)CC1 (stereo not given) | i | i | i | i | i | i | i | i | i | i | i
CN(c1ccccc1C(=O)N1CCN(c2ccccc2F)CC1)S(=O)(=O)c1ccccc1 | i | i | i | i | i | i | i | i | i | i | i
CCN1CCN(C(=O)C2CCN(S(=O)(=O)c3cc(Cl)ccc3Cl)CC2)CC1 | i | i | i | i | i | i | i | i | i | i | i
O=C(O)c1c2c(nc3ccccc13)/C(=C/c1c(F)cccc1F)CCC2 | i | i | i | i | 8.2* | i | i | i | i | i | i
COCCCNC(=O)CNC(=S)N(Cc1ccc(F)cc1)C1CCCCC1 | i | i | i | i | i | i | i | i | i | i | i

Not a hit list; any-hit rate near 5.8%.
